# High-throughput results deposited in PubChem by several laboratories.
# GDH-TPI counter = GDH-TPI coupled enzyme inhibition counter-screen; GDH-TPI coupled enzyme counterscreen, NADH absorbance; inhibition, % at 4.8 µM; 1.2% of 360,000 active; AID 588335; in the data active means inhibition above about 30%;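 further: 0% = DMSO wells and 100% = wells lacking the enzyme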
# FadD28 binding = M. tuberculosis FadD28 bisubstrate binding inhibition; FadD28 bisubstrate probe binding, fluorescence polarization; inhibition, % at 12.5 µM; 0.22% of 360,000 active; AID 588549; in the data active means inhibition above about 8.5%, passing the limit was not always enough; inconclusive means no clear call, values can overlap the other calls
# Mtb BioA inh = blocks M. tuberculosis BioA enzyme activity. purified M. tuberculosis BioA enzyme, plate reader. inhibition, % at 9.99 µM. 0.096% of 360,000 active. AID 602481; in the data active means inhibition above about 40%; inconclusive means no clear call, values can overlap the other calls
# PrPC TRFRET = cell surface PrPC inhibition, primary TR-FRET screen | TR-FRET read-out | AID 720596 | inhibition, % at 13.8 µM | 0.43% of 370,000 active; in the data active means inhibition above about 24%; further: 0% = median of the test wells and 100% = reference compound wells
# FBA Mtb inh = inhibitors of M. tuberculosis fructose-bisphosphate aldolase. inhibition, % at 1 µM. 2.3% of 360,000 active. purified M. tuberculosis FBA, fluorescence read-out. AID 588726; in the data active means inhibition above about 27%;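 further: 0% = vehicle and 100% = reference inhibitor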
# Target sequence (P9WQA3 whole entry, looked up): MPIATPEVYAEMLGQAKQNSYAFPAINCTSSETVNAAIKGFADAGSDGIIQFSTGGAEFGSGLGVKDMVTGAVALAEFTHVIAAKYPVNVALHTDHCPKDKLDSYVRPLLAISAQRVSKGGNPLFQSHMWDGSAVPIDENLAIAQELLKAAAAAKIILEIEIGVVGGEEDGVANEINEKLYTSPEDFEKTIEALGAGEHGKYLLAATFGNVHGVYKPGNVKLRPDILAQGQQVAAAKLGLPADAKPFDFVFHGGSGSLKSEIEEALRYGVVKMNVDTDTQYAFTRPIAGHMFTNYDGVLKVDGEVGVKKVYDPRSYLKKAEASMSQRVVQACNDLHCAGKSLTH
# Rv3671c protease = inhibitors of M. tuberculosis serine protease Rv3671c | P9WHR9 | inhibition, % at 5.96 µM | 0.048% of 320,000 active; in the data active means inhibition above about 38%;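 further: extracellular domain of Rv3671c used as enzyme; 0% = enzyme with DMSO and 100% = no enzyme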
# UGM FP inh = blocks M. tuberculosis UGM enzyme. purified UGM, fluorescence polarization probe displacement. inhibition, % at 10 µM. 0.06% of 320,000 active; in the data active means inhibition above about 10%, passing the limit was not always enough; inconclusive means no clear call, values can overlap the other calls
# Target sequence (P9WIQ1 whole entry, looked up): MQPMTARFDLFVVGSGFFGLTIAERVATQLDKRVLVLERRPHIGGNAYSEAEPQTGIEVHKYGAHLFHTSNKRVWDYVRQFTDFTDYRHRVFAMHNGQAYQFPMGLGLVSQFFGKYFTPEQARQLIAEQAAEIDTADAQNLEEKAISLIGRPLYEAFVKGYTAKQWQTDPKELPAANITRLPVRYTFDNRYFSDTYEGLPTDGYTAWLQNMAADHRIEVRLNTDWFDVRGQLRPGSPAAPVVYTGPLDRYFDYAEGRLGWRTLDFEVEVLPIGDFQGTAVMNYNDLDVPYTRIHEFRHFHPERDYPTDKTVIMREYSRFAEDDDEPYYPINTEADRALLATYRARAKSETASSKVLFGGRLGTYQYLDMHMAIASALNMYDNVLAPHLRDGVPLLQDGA
# MazF activator = increases E. coli MazEF RNase cleavage of RNA; P0AE70; FAM/BHQ RNA-DNA oligo cleavage fluorescence, 5 h; activation, % at 20 µM; 0.32% of 350,000 active; AID 504720; in the data active means activation above about 50%
# Target sequence (P0AE70 whole entry, looked up): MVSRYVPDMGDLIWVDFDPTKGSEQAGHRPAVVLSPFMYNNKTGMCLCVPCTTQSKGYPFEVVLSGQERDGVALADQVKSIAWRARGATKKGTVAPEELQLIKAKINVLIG
# BoNT F protease = BoNT F light chain protease inhibition | inhibition, % at 10 µM | Multiplex microsphere protease cleavage assay, flow cytometry | 0.22% of 360,000 active | AID 588497; in the data active means inhibition above about 35%, passing the limit was not always enough; inconclusive means no clear call, values can overlap the other calls; further: plate controls were buffer without enzyme for full effect and enzyme alone for no effect
# An asterisk follows results filed as active; u = inconclusive; x = not tested or not shown; + = active, no number; & = joins results of further samples.
# The line under a structure holds: GDH-TPI counter	FadD28 binding	Mtb BioA inh	PrPC TRFRET	FBA Mtb inh	Rv3671c protease	UGM FP inh	MazF activator	BoNT F protease
- O=C(Cn1cnc(S(=O)(=O)N2CCCC2)c1)Nc1cccc(F)c1
    0	-1.4	-0.9	-1	2	-2	0.3	5	-2
- CCc1ccccc1OCc1nc2ccc(S(=O)(=O)N3CCOCC3)cc2[nH]1
    -9	-5.6	2.0	4	7	-18	-1.9	-3	-21
- COc1cc(/C=N/NC(=O)c2cccnc2)ccc1OS(=O)(=O)c1ccc(C)cc1
    7	-21	x	-11	-1	-25	1.6	9	-1
- COc1ccc(NC(=O)c2sc3nc(-c4cccnc4)ccc3c2N)cc1OC
    43*	0.1	-2.3	-10	-1	-2	6.6	+	u
- CCc1ccccc1N1C(=O)CC(=O)NC1=O
    -8	-2.8	-0.4	-7	1	-2	1.9	-5	1
- COc1ccc(OC)c(S(=O)(=O)Nc2cc(C)on2)c1
    2	-3.0	0.1	-2	2	8	3.0	1	-2
- Cc1ccc(S(=O)(=O)NCC(=O)NCC(=O)OCc2c(F)cccc2Cl)cc1
    2	-1.1	-0.2	7	5	9	0.9	-3	3
- COC(=O)Cn1c(C(F)(F)F)nc2ccccc21
    4	-0.9	0.8	8	1	6	-0.2	11	-18
- COc1ccc2c(c1)c1nc3ccccc3nc1n2CC(=O)OC(C)C
    10	-2.9	-0.2	-1	0	3	19*	370*	13
- Cc1cccc(C(C#N)c2ccc(Cl)nn2)c1 (stereo not given)
    3	1.4	x	11	2	2	-1.3	-23	-1
- CCOC(=O)C1CCN(Cc2ccc(OCc3ccccc3)cc2)CC1
    5	0.1	-0.2	-7	-2	4	-0.8	4	u
- CC1(C(=O)NS(=O)(=O)c2ccc(Br)cc2)CCN1C(=O)Cc1ccsc1 (stereo not given)
    3	-2.7	-0.2	1	-1	x	x	x	2
- CCOC(=O)COc1ccc(C(=O)NC2CCCCC2)cc1
    -9	-2.4	x	x	4	2	-1.5	-9	5
- CCn1c(CNc2cccc(Cl)c2)nnc1SCc1ccccc1
    7	-5.6	-1.3	8	4	7	1.5	0	4
- CC(=O)[C@H]1CC[C@H]2[C@@H]3CCC4=CC(=O)CC[C@]4(C)[C@H]3CC[C@]12C
    -3&-6	-3.7&-4.5	14&25	8&5	-4&-2	-6&7	-1.5&4.6	10&-4	1&-5
- CCOC(=O)Cn1nc(C(F)F)c(Br)c1C
    -12	-2.7	x	9	-8	3	-1.1	-4	-4
- CC(C)Cc1nnc(NC(=O)Cc2cccs2)s1
    -2	-0.8	x	7	2	-9	0.5	-12	-9
- CCCCC(O)(C(NC=O)C(=O)OC)C(F)(F)F (stereo not given)
    6	0.1	-5.3	3	-2	2	1.0	4	5
- COc1ccc([C@H]2CC(=O)C=C(c3cc(Cl)ccc3C)C2)cc1
    3	-4.2	-2.4	4	1	-5	-1.5	0	1
- CN(C)/C=C/c1oc2ccc(O)cc2c1[N+](=O)[O-]
    12	-1.2	x	-52	-39	9	-1.0	2	-5
- CCN(C(=O)CSc1nc(C2CC2)n(-c2ccccc2)n1)C1CCS(=O)(=O)C1 (stereo not given)
    2	0.0	-0.6	-2	1	x	x	3	-5
- O=C(COC(=O)c1cc(S(=O)(=O)N2CCOCC2)ccc1F)NCc1ccco1
    6	-1.0	0.1	1	1	-9	-2.0	10	3
- CN(CCC1CCCCO1)Cc1cn(C)nc1-c1ccc2c(c1)OCCO2 (stereo not given)
    0	-1.2	x	-6	-3	-7	0.2	-3	-7
- COc1cccc(N2CCN(C(=O)c3cccc(S(=O)(=O)N4CCCC4)c3)CC2)c1
    2	-0.7	-0.8	-1	-4	x	x	3	-3
- Cc1ccc(C(=O)OC(C(=O)O)C(OC(=O)c2ccc(C)cc2)C(=O)O)cc1 (stereo not given)
    -7	-4.0	-0.6	7	-2	-9	5.0	-8	-13
- COc1ccc(CCN2CCCn3c2nc2c3c(=O)n(CC(N)=O)c(=O)n2C)cc1OC
    3	x	0.4	-2	1	x	-3.1	3	-1
- CCC1=NN(C(=O)c2ccc(Cl)cc2)C(O)(c2ccc(C)cc2)C1 (stereo not given)
    2	0.9	0.4	4	2	x	-1.4	10	x
- CCC(C)C(NC(=O)OC(C)(C)C)C(=O)NC(C(=O)N1CCCC1C(N)=O)C(C)CC (stereo not given)
    -7	-1.2	-0.5	1	4	3	0.8	11	-2
- O=S(c1ccccc1O)S(=O)c1ccccc1O (stereo not given)
    -2	28*	x	4	2	x	x	-7	4
- COc1ccc(N2CCN(C(=O)NC34CC5CC(CC(C5)C3)C4)CC2)cc1
    2	-3.1	x	-1	-8	1	-0.2	6	-7

# 12 consecutive records already listed, for reference:
# The line under a structure holds: GDH-TPI counter	FadD28 binding	Mtb BioA inh	PrPC TRFRET	FBA Mtb inh	Rv3671c protease	UGM FP inh	MazF activator	BoNT F protease
- CC(=O)[C@H]1CC[C@H]2[C@@H]3CCC4=CC(=O)CC[C@]4(C)[C@H]3CC[C@]12C
    -3&-6	-3.7&-4.5	14&25	8&5	-4&-2	-6&7	-1.5&4.6	10&-4	1&-5
- CCOC(=O)Cn1nc(C(F)F)c(Br)c1C
    -12	-2.7	x	9	-8	3	-1.1	-4	-4
- CC(C)Cc1nnc(NC(=O)Cc2cccs2)s1
    -2	-0.8	x	7	2	-9	0.5	-12	-9
- CCCCC(O)(C(NC=O)C(=O)OC)C(F)(F)F (stereo not given)
    6	0.1	-5.3	3	-2	2	1.0	4	5
- COc1ccc([C@H]2CC(=O)C=C(c3cc(Cl)ccc3C)C2)cc1
    3	-4.2	-2.4	4	1	-5	-1.5	0	1
- CN(C)/C=C/c1oc2ccc(O)cc2c1[N+](=O)[O-]
    12	-1.2	x	-52	-39	9	-1.0	2	-5
- CCN(C(=O)CSc1nc(C2CC2)n(-c2ccccc2)n1)C1CCS(=O)(=O)C1 (stereo not given)
    2	0.0	-0.6	-2	1	x	x	3	-5
- O=C(COC(=O)c1cc(S(=O)(=O)N2CCOCC2)ccc1F)NCc1ccco1
    6	-1.0	0.1	1	1	-9	-2.0	10	3
- CN(CCC1CCCCO1)Cc1cn(C)nc1-c1ccc2c(c1)OCCO2 (stereo not given)
    0	-1.2	x	-6	-3	-7	0.2	-3	-7
- COc1cccc(N2CCN(C(=O)c3cccc(S(=O)(=O)N4CCCC4)c3)CC2)c1
    2	-0.7	-0.8	-1	-4	x	x	3	-3
- Cc1ccc(C(=O)OC(C(=O)O)C(OC(=O)c2ccc(C)cc2)C(=O)O)cc1 (stereo not given)
    -7	-4.0	-0.6	7	-2	-9	5.0	-8	-13
- COc1ccc(CCN2CCCn3c2nc2c3c(=O)n(CC(N)=O)c(=O)n2C)cc1OC
    3	x	0.4	-2	1	x	-3.1	3	-1

# Going on with the list.
# The line under a structure holds: GDH-TPI counter	FadD28 binding	Mtb BioA inh	PrPC TRFRET	FBA Mtb inh	Rv3671c protease	UGM FP inh	MazF activator	BoNT F protease
- COc1ncccc1C(=O)NC1CCCc2c1cnn2-c1cc(C)cc(C)c1 (stereo not given)
    6	-0.3	0.1	9	0	-9	-0.2	2	-1
- Cc1cc([N+](=O)[O-])c(-c2ccc(/C=N/n3cnnc3)o2)cc1Cl
    35*	0.4	x	-10	-2	-5	-0.4	-19	-4
- O=C(Nc1ccc(F)cc1)N1CCN(c2ccc3nnc(-c4ccc(F)cc4)n3n2)CC1
    11	-4.0	1.9	-19	0	-9	0.0	14	-11
- C=CCOC(=O)Nc1snnc1C
    7	-2.0	-2.1	-4	3	-9	x	4	0
- Cc1cc(=O)oc2cc(OCC(=O)OCC(=O)N3CCC(C)CC3)ccc12
    10	-1.4	x	-4	42*	6	0.3	-12	6
- C=CCn1c(COc2ccc(F)cc2)nnc1SCC(=O)NC1CC1
    -6	-1.4	x	0	-1	2	0.7	6	9
- COc1ccc(Nc2nc(N)c([N+](=O)[O-])c(N3CCCC3)n2)cc1
    18	x	3.9	5	-1	-2	-1.4	1	5
- CC(CCc1ccccc1)NC(=O)COC(=O)c1ccc(S(C)(=O)=O)c([N+](=O)[O-])c1 (stereo not given)
    0	-4.0	x	-19	2	-36	-2.7	5	-3
- COc1ccc(C(=O)OCc2c(C)noc2C)cc1
    -5	-4.7	x	-1	-2	3	-0.2	3	-1
- O=C(NCc1ccccc1)c1cccc(Br)n1
    -8	1.2	-0.2	0	1	2	-1.4	-1	4
- CC(C)C(=O)N1CCN(c2ccccc2NC(=O)c2cc([N+](=O)[O-])ccc2N2CCOCC2)CC1
    3	-3.3	x	-23	4	6	1.6	6	-19
- COc1ccc(N(CC(=O)N2CCOCC2)S(C)(=O)=O)cc1Cl
    1	-2.7	0.0	5	0	3	0.8	0	15
- CCn1c(SCC(=O)N2c3ccccc3Sc3ccccc32)nc2c1c(=O)n(C)c(=O)n2C
    9	-1.0	-1.8	5	7	-3	-5.3	-4	-3
- COC(=O)C1=C(c2ccc(OC)c(OC)c2)C[C@@H]2CC[C@H]1N2C(=O)NCCNC(C)=O
    4	-0.8	-0.5	-3	-2	9	-0.8	3	0
- CCOC(=O)C1=C[C@@H](C(C)(C)C)N(S(=O)(=O)c2ccc(C)cc2)[C@H]1c1cccc(Cl)c1
    x	-2.3	-5.2	10	3	x	x	x	-4
- Cn1nc(-c2ccc(C(=O)NCCO)cc2)c2ccccc2c1=O
    0	-3.0	x	-3	0	-5	-0.7	4	1
- CCCC(C(=O)NC1=NCCS1)c1ccccc1 (stereo not given)
    -1	-2.1	x	1	1	3	-0.3	-6	-6
- CCOC(=O)N1CCN(C(=S)NC(=O)c2ccc(Br)cc2)CC1
    -3	0.8	x	8	3	-4	2.7	0	-3
- Cc1cccc(NC(=O)[C@@H]2CCCN2C2=NS(=O)(=O)c3ccccc32)c1C
    -11	-1.5	-0.6	2	-1	2	-7.7	3	0
- CCc1ccc(NC(=S)Nn2cnnc2)cc1
    -1	0.3	x	0	-1	3	-1.5	12	-5
- O=C(NCCO)c1ccc(CSc2nc3ccccc3[nH]2)cc1
    1	-2.5	x	3	0	-5	-1.1	-2	-5
- CC(=O)c1sc(NC(=O)c2oc3ccc(F)cc3c2C)nc1C
    22	-0.1	-1.6	-3	-1	-15	2.1	-10	6
- Cc1cc(C)c(S(=O)(=O)N2CCCOC2CNC(=O)C(=O)NCCC2=CCCCC2)c(C)c1 (stereo not given)
    4	0.1	x	-3	4	-4	2.1	-8	-3
- Cc1noc(C)c1COc1ccc(C(=O)N2CCC(C)CC2)cc1
    3	-2.5	2.7	3	2	-6	-2.2	4	-2
- CCn1nnnc1SCC(=O)c1cccc(OC)c1
    1	-1.6	0.7	9	6	-11	-0.8	19	5
- O=C(c1ccco1)N(CC1CCCO1)c1nc(-c2ccccc2)cs1 (stereo not given)
    14	-1.2	-1.1	-4	1	-7	-1.1	-17	-8
- O=C(CNS(=O)(=O)c1ccc(C(=O)N2CCCCC2)cc1)N1CCCCC1
    6	-0.5	-1.7	9	7	11	0.6	8	-4
- O=c1c2ccccc2ncn1CCCSc1ccc(Cl)cc1
    -7	-3.0	-1.9	8	-3	-11	-2.0	-6	24
- COC(=O)c1sc(N)c(C(=O)OC)c1CSc1nnc(-c2ccccc2Cl)n1C
    14	0.8	59*	1	2	-2	1.1	0	1
- O=[N+]([O-])c1ccc(O)c(-c2cc(C(F)(F)F)nc(-c3ccccc3)n2)c1
    8	-1.3	3.6	3	1	-8	0.0	1	0
- CNc1nc(C)c(C(=O)c2ccc(Cl)cc2)s1
    21	-1.6	x	1	0	5	-2.9	-6	3
- Cc1ccc(S(=O)(=O)Oc2ccccc2/C=C2/SC(=O)NC2=O)cc1
    9	-4.8	x	0	0	4	2.6	-9	u
- CC(=O)c1ccc(C#CC(C)(C)O)s1
    10	-2.5	x	-4	2	2	-1.8	-1	2
- COC(=O)CSC1=C(C#N)C(c2cccc(F)c2)CC(=O)N1 (stereo not given)
    3	-4.0	-0.3	15	-3	-2	-1.7	14	-28
